# Screening data: PubChem BioAssay, several laboratories
# CHOP inh: CHOP inhibition in unfolded protein response; 220,000 compounds, 3.8% hits; inhibition, % at 10 µM; CHO-K1 CHOP-promoter luciferase, tunicamycin-induced, 15-18 h; AID 2732;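 active = compounds that reduced the stress-induced luciferase reporter signal by more than about 70% of percent inhibition, limit read from the data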;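 also: 0% = tunicamycin plus vehicle and 100% = wells without tunicamycin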
# 14-3-3 Bad inh: disrupts binding of bovine 14-3-3 zeta to phospho-Bad peptide; P63103; TR-FRET 14-3-3zeta/Dy647-pBad peptide displacement, 1 h; inhibition, % at 21.7 µM; 220,000 compounds, 0.71% hits; AID 781;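 active = inhibition above about 70%, limit read from the data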;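 also: 0% = full 14-3-3 plus peptide FRET controls and 100% = background without 14-3-3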
# EP2 antag: EP2 receptor (human) inhibition; 260,000 compounds, 0.52% hits; P43116; inhibition, % at 25 µM; C6 glioma cells expressing human EP2, cAMP TR-FRET; cells stimulated with saturating PGE2; AID 1422;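 active = percent inhibition above 40 after rounding to a whole number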;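 also: rat C6 glioma host cells with rolipram phosphodiesterase inhibitor present; the protocol text gives 20 µM as final concentration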
# TRPN1 ag: zebrafish TRPN1 (NompC) channel agonism | AID 1424 | 220,000 compounds, 0.18% hits | activation, % at 3 µM | HEK293 zebrafish TRPN1-YFP, Fluo-8 calcium fluorescence; 100% = response to 87 µM carbachol;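 active = activation above its plate's cutoff, the mean activation of test wells on that plate plus 3 SD, cut at about 19% in these data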;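 also: 0% = DMSO alone and 100% = 87 µM carbachol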
#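 System: zebrafish TRPN1-YFP in HEK293 cells / Dosing: 3 µM single point / Timing: dye loading 1 h at 37 °C, then 30 min room temperature / Signal: Fluo-8 calcium fluorescence, excitation 470-495 nm, emission 515-575 nm / Read-out basis: percent activation from peak over basal fluorescence ratio, control-normalized / Control set: high carbachol 87 µM, low DMSO alone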
# EP2 mod: modulators of human EP2 prostaglandin E2 receptor; induction, % at 25 µM; 260,000 compounds, 0.83% hits; EP2-expressing cells, cAMP HTRF FRET, PGE2 co-stimulation;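 active = compounds whose cAMP rise, as percent of the full-agonist control response, exceeds 60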;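 also: rat C6 glioma line stably carrying human EP2 under a CMV promoter; the protocol text gives 20 µM as final concentration; 100% = response of wells given 1 µM PGE2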
# NPY-Y1 PAM-ag: potentiators or agonists of human neuropeptide Y receptor Y1; P25929; NPY-Y1 expressing cells, potentiator/agonist activation; activation, % at 3.6 µM; 220,000 compounds, 0.37% hits; AID 1304; in the data active = activation above about 33%, passing the limit was not always enough;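 also: cells stimulated with NPY at EC10 then isoproterenol at EC100; 0% = low agonist plus stimulus and 100% = saturating agonist plus stimulus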
# Target sequence (P25929 whole entry, looked up): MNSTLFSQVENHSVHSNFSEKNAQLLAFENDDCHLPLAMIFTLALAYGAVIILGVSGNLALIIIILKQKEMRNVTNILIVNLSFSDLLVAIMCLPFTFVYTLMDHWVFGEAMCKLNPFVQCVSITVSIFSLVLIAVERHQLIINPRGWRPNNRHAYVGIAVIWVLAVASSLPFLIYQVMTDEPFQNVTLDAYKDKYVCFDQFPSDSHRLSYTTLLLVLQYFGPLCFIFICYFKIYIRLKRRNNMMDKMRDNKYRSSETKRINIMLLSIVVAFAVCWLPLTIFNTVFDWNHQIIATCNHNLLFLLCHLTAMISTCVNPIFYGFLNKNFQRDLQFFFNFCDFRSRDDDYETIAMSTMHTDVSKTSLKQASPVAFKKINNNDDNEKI
# TRPML3 agonist: human mucolipin-3 channel agonism. Q8TDD5. AID 1448. activation, % at 3 µM. 220,000 compounds, 0.29% hits. HEK293 TRPML3-YFP, Fluo-8 calcium fluorescence; 100% = the carbachol control signal;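 active = activation above its plate's cutoff, the mean activation of the plate's test wells plus 3 SD, cut at about 12% in these data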;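 also: 0% = DMSO only wells and 100% = carbachol wells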
# Target sequence (Q8TDD5 whole entry, looked up): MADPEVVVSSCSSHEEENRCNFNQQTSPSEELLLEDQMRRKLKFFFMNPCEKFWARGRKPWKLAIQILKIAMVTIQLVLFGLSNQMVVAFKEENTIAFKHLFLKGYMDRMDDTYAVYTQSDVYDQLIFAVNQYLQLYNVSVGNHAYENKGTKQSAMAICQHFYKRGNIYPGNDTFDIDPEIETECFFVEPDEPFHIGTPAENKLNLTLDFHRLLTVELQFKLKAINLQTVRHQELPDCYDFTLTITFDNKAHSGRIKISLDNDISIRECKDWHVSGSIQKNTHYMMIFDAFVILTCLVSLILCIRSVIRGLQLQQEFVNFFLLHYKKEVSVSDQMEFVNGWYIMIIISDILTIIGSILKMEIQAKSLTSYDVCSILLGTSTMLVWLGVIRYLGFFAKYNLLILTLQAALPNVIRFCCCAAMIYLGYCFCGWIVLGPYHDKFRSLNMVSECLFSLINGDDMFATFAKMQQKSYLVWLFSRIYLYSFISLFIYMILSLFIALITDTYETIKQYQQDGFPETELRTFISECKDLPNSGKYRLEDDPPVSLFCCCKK
#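 system = HEK293 cells stably carrying human TRPML3-YFP | doses = one concentration, 3 µM nominal, 0.3% DMSO | timing = dye loading 1 h 37 °C then 30 min ambient, 125 s read | detection = Fluo-8 calcium dye fluorescence, ex 470-495, em 515-575 nm | benchmarks = high control carbachol 87 µM, low control DMSO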
# NPY Y1 blocker: antagonists of human neuropeptide Y receptor Y1; HEK293-CNG Y1 cells, membrane potential fluorescence; NPY at EC95, then isoproterenol; P25929; inhibition, % at 3.6 µM; 200,000 compounds, 1% hits;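 active = inhibition above the campaign mean inhibition of all tested compounds plus 3 SD, cut at about 20% in these data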;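 also: 0% = DMSO wells given NPY plus isoproterenol and 100% = isoproterenol alone without NPY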
#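 Benchmarks – high control isoproterenol alone, low control NPY with isoproterenol · Material – HEK293 Y1/CNG channel cell line · Times – dye 3 h, compound 60 min room temperature, stimulation 45 min · Probe or stimulus – NPY (25 nM), isoproterenol (1 µM), Ro 20-1724 (25 µM) · Evaluation – % inhibition of NPY effect · Signal – fluorescence, membrane potential probe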
# PPC-1+TRAIL kill: compounds killing PPC-1 cancer cells with TRAIL present (potentiator screen, no TRAIL-free arm); PPC-1 cells + TRAIL, ATPLite viability luminescence; cell killing (% activity), % at 4 µM; 220,000 compounds, 0.41% hits; AID 1443;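 active = cell killing above 50% in the first pass at 4 µM, then a duplicate retest at 5 µM averaging 50% or more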;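 also: plate controls were cells with TRAIL plus DMSO for no effect and medium-only wells lacking cells for full effect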
# * hit, by the source's call; . = no result given; & = joins results of further samples; [ ] = another dose, or the depositor's remark.
SMILES,CHOP inh,14-3-3 Bad inh,EP2 antag,TRPN1 ag,EP2 mod,NPY-Y1 PAM-ag,TRPML3 agonist,NPY Y1 blocker,PPC-1+TRAIL kill
Cc1cc(C)cc(N2CN=C3SCC(=O)N3C2)c1,-48,13[fluorescence artefact?],6,-0.5,-1,-36,0.3,0,25
C=CCSc1nc2ccccc2n1S(=O)(=O)c1ccc(C)cc1,9,5,11,-1.7,67*,-23,-1.2,-7,18
c1ccc2c(c1)Oc1cccc3cccc-2c13,45,6,6,1.2,42,-60,0.7,.,7
O=C1C2C3C=CC(CC3)C2C(=O)N1c1nccs1 (configuration not stated),8,-9,3,2.0,15,16,0.3,-4,7
CCNC(=O)c1oc2c(c1C)C(=O)CC(C)(C)C2,1,9[fluorescence artefact?],4,-0.3,43,4,0.9,3,-2
Cn1c(C(=O)NCCc2c[nH]c3ccccc23)cc2sccc21,.,5,32,-1.8,-7,3,-1.2,-1,-20
Nc1ccccc1C(=O)NC1CCCCNC1=O (configuration not stated),14,2,20,0.3,-2,2,1.5,.,-3
CC(NC(=O)CN(C)S(=O)(=O)c1cnc[nH]1)c1ccccc1 (configuration not stated),0,-1,0,0.3,15,12,0.0,-5,6
COc1ccc(CC(=O)NCc2cccs2)cc1OC,-24,-12,15,-0.3,5,-7,0.5,-1,-6
CN(C)CCCN(C(=O)/C=C/c1cccs1)c1nc2c(F)cccc2s1,48,-11,6,2.8,-58,21,1.8,15,14
O=C(CCc1nnc(-c2ccccc2)o1)NC1CCCCC1,19,-13,16,0.9,15,12,0.6,0,8
CC(=O)N1CCC2(CC1)C/C(=N\NC(=S)Nc1ccccc1F)c1cc(O)ccc1O2,13,-29,4,1.3,-68,1,0.5,-1,-19
Clc1cccc(-c2nnc3sc(-c4ccccc4)nn23)c1,.,.,.,-1.6,.,-4,0.6,5,.
N/C(=N\O)c1ccc([N+](=O)[O-])s1,-3,4,9,-0.7,-17,-26,-0.2,.,3
O=C(c1cnc2n(c1=O)CCS2)N(C1CCCCC1)C1CCCCC1,23,-10,7,1.0,17,4,0.5,0,13
COc1ccc(Br)cc1CNC(=O)CCNC(=O)Cn1ccc2ccccc2c1=O,29,-2,12,-1.9,-29,-4,0.0,0,-3
CCN(CC)CCN1C(=O)c2ccccc2NC1c1ccc(F)cc1 (configuration not stated),3,-9[fluorescence artefact?],8,0.2,17,15,0.5,7,2
COC(=O)c1ccccc1NC(=O)C1CC=CCC1C(=O)O (configuration not stated),6,-4,10,1.2,26,-18,0.5,9,14
CC(=O)c1sc2nc(SCC(=O)N3CCCCC3)[nH]c(=O)c2c1C,6,23,20,0.9,43,5,1.6,-7,10
CCC(=Nc1ccccc1)C1=C(O)CCCC1=O,1,2,11,4.3,-4,16,-0.3,.,-9
CS(=O)(=O)Nc1ccccc1C(=O)Nc1cc(Cl)cc(Cl)c1,37,19[fluorescence artefact?],7,2.7,-23,11,0.7,-4,22
CCN(CC)c1ccc(NC(=O)C2CC3CCC2C3)cc1 (configuration not stated),57,12,23,1.4,-20,4,0.5,-2,-1
Cc1cc(C)c(C)c(S(=O)(=O)N2CCC(C(=O)OCC(=O)N3c4ccccc4NC(=O)C3(C)C)CC2)c1C,44,-5[fluorescence artefact?],9,-0.1,8,19,0.6,-1,12
COc1ccc2c(c1)C(=O)C(=O)N2,11,-8,6,1.8,7,11,0.5,-7,4
COc1ccc(C2NC(=O)Cc3cc(OC)c(OC)cc32)cc1OC (configuration not stated),-1,-2,2,1.6,33,20,0.7,.,16
# Continued.
SMILES,CHOP inh,14-3-3 Bad inh,EP2 antag,TRPN1 ag,EP2 mod,NPY-Y1 PAM-ag,TRPML3 agonist,NPY Y1 blocker,PPC-1+TRAIL kill
CN(c1ccccc1)S(=O)(=O)c1cccc(NC(=O)CC(C)(C)C)c1,35,8,3,-1.4,-30,11,-0.1,-3,2
COc1cc(C2C(C#N)=C(N)Oc3cc(C)oc(=O)c32)ccc1OC(=O)N1CCOCC1 (configuration not stated),11,-3[fluorescence artefact?],6,0.5,21,4,-0.1,-2,-16
CC(OC(=O)Cc1coc2ccc3ccccc3c12)C(=O)NC(N)=O (configuration not stated),-3,-4,4,-0.3,-13,11,0.6,.,-4
Cc1nn(Cc2ccccc2)c(C)c1NC(=O)c1cc(-c2ccco2)on1,11,-3,4,1.5,-14,7,0.2,1,28
O=C1CC(c2ccco2)Cc2nc(N3CCc4ccccc4C3)ncc21 (configuration not stated),-14,-6,14,-1.6,30,-8,-0.3,8,6
Cc1cc(C)n2nc(CCCCc3nc4nc(C)cc(C)n4n3)nc2n1,-11,6,4,0.5,7,-30,0.8,6,.
CCn1c(SC(C)C(=O)O)nnc1-c1cccnc1 (configuration not stated),39,15,8,0.6,8,4,0.8,1,-6
O=C(NCC(=O)N(c1ccccc1)C(C(=O)NCC1CCCO1)c1ccccc1)c1ccco1 (configuration not stated),23,-8,11,1.7,-4,23,-0.3,2,2
Nc1c(C(=O)c2ccc(Cl)cc2)sc2nc3c(cc12)CCC3,48,-8,2,0.6,39,8,0.2,-4,17
O=C(O)CCCCCNS(=O)(=O)c1ccc2c(c1)OCCO2,13,-20,1,1.8,10,-6,0.9,0,3
Cc1nonc1CN(C)C(=O)CC1C(=O)NCCN1Cc1ccc(F)c(F)c1 (configuration not stated),11,-6,9,0.8,20,1,0.8,3,6
CN(C(=O)c1cccnc1)c1nc(-c2ccccc2)cs1,23,3,6,0.6,-12,17,0.1,-1,0
Cn1c(CSCC(=O)Nc2ccccc2)nnc1SCc1ccccc1,-7,-2,5,0.7,5,-5,0.2,.,13
COCCNc1nc2c(c(=O)n(C)c(=O)n2C)n1Cc1cccc(C)c1,.,-4,7&8,-0.2,9&-27,5,0.1,-3,1
CCOC(=O)c1c(C)nc2sc3c(c2c1-c1ccc(OC)cc1)NC(c1ccc(OC)cc1)NC3=O (configuration not stated),20,-5,11,1.6,32,-17,0.5,5,14
CCOC(=O)C1CCN(c2ncnc3c2oc2ccc(Br)cc23)CC1,22,6,.,-0.4,-6,-28,0.3,12,-7
CCn1c2c(c3cc(C(=O)O)ccc31)CCCC2=O,4,-1[fluorescence artefact?],7,-0.4,8,-17,0.6,-3,23
Cc1cc(=O)oc2c(CN3CC(C)OC(C)C3)c(O)c(Cl)cc12 (configuration not stated),-12,6,7,-0.4,20,2,0.5,5,24
CC(C)CCNC(=O)NC(=O)Cn1cc(C(F)(F)F)ccc1=O,-1,-8[fluorescence artefact?],-3,-0.1,5,-10,-0.1,2,-9
CCN(CC)CCNC(C(=O)Nc1cccc(C(C)=O)c1)c1ccccc1 (configuration not stated),-8,22,8,-0.6,5,-7,-0.1,2,13
C[C@H](NC(=O)Cn1cncn1)c1ccccc1,28,-12,5,0.7,5,-11,0.2,0,25
Cc1ccc(CSc2nnc(Cn3c(=O)sc4ccccc43)n2C)cc1,-9,1,11,0.3,2,3,0.2,2,18
CCN(CC)c1ccc(NC(=O)COc2ccccc2C#N)cc1S(=O)(=O)Nc1ccc(OC)cc1,21,5,3,-0.6,-9,26,0.3,-9,22
CC(C)C(NC(=O)c1ccccc1)C(=O)NC1=NCCS1 (configuration not stated),31,-13,6,-0.8,33,-23,1.1,-3,1
Cc1[nH]n(-c2ccccc2)c(=O)c1/C=N/n1c(C)nc2ccccc2c1=O,-28,18,10,0.0,12,-2,0.0,6,20
# (further entries)
SMILES,CHOP inh,14-3-3 Bad inh,EP2 antag,TRPN1 ag,EP2 mod,NPY-Y1 PAM-ag,TRPML3 agonist,NPY Y1 blocker,PPC-1+TRAIL kill
COc1cc(C)c(C(C)C)cc1S(=O)(=O)n1cnc(C)c1,.,5,13,-1.9,14,-1,-0.5,2,11
COc1cccc(CN2CCN(Cc3ccc(OC)c(OC)c3)CC2CCO)c1 (configuration not stated),20,-6,4,1.2,0,7,1.0,-4,17
CN(c1ccccc1)S(=O)(=O)c1ccc(Cl)c(C(=O)Nc2nc3ccccc3[nH]2)c1,42,-11[fluorescence artefact?],8,-0.2,-47,-14,1.3,-2,15
Cc1ccc[n+](CC(=O)Nc2cc(C(F)(F)F)ccc2N2CCOCC2)c1,-12,8,7,-1.3,-10,0,0.1,4,14
CCOC(=O)C1=C(C)N(C)C(=O)NC1c1cccc(O)c1 (configuration not stated),29,5,19,0.6,14,-9,0.1,3,6
CN(C(=O)COC(=O)C(Cc1ccccc1)NC(=O)c1ccccc1)c1ccccc1 (configuration not stated),28,2,2,-0.1,40,2,-0.5,-3,2
CC(C)NC(=O)/C(C#N)=C\c1ccc(N(C)C)c(Br)c1,-5,5,7,1.1,-39,-14,1.1,4,-1
Cc1cc(=O)[nH]c(SCC(=O)Nc2ccc(Br)cc2)n1,29,2,5,1.3,16,13,0.8,.,10
CCOc1ccc(N(CC(=O)NC2CCCC2)C(=O)CSc2nnc(COc3ccccc3)o2)cc1,68,-4,5,-1.2,-3,-20,0.3,5,-31
CCOC(=O)c1sc(NC(=O)CCN2CCC(C)CC2)c(C(=O)OCC)c1C,40,-4,7,1.9,5,8,0.8,3,-11
CC(C)CNC(=S)Nc1ccc(S(N)(=O)=O)cc1,-8,-11[fluorescence artefact?],13,-0.1,34,12,0.8,-2,5
O=C(N/N=C/c1ccc(Br)s1)c1ccncc1,1,-9,4,-1.1,-18,-6,0.5,2,4
CS(=O)(=O)C1=NSC2=NC(=O)/C(=C\c3ccc(-c4ccccc4)o3)C(=N)N21,-15,-14[fluorescence artefact?],7,3.3,36,4,1.2,9,29
Cc1ccc2c(c1)NC(=O)c1cccnc1N2,-24,6,.,-2.2,-22,18,1.8,-2,4
COc1ccc(C2=CC(=O)CC(c3ccccc3)C2)cc1 (configuration not stated),39,5,7,-3.0,-20,-34,0.6,3,9
Cc1ccc(-c2nnn(CC(=O)N(Cc3ccccc3)C(C(=O)NC(C)(C)C)c3ccncc3)n2)o1 (configuration not stated),16,10,0,-1.3,12,-7,0.3,0,6

# Structures above with a CF3 group (two):
SMILES,CHOP inh,14-3-3 Bad inh,EP2 antag,TRPN1 ag,EP2 mod,NPY-Y1 PAM-ag,TRPML3 agonist,NPY Y1 blocker,PPC-1+TRAIL kill
CC(C)CCNC(=O)NC(=O)Cn1cc(C(F)(F)F)ccc1=O,-1,-8[fluorescence artefact?],-3,-0.1,5,-10,-0.1,2,-9
Cc1ccc[n+](CC(=O)Nc2cc(C(F)(F)F)ccc2N2CCOCC2)c1,-12,8,7,-1.3,-10,0,0.1,4,14

# Not all compounds are listed (hit frequency here may not be typical).
